CYP2C19 act – increases human CYP2C19 enzyme activity | recombinant CYP2C19, luciferin-H EGE luminescence; hits give high values; 0 = fully inhibited enzyme, 1 = untreated enzyme | activation factor at 5 µM | 96,000 tested, under 10 active;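 active = activation factor of at least 2 at 5 µM in the primary screen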;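 note: 0 = wells with 2.5 mM tranylcypromine and 1 = vehicle-only wells; values of inactives mirror those of a sister screen read the other way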
Target sequence (P33261 whole entry, looked up): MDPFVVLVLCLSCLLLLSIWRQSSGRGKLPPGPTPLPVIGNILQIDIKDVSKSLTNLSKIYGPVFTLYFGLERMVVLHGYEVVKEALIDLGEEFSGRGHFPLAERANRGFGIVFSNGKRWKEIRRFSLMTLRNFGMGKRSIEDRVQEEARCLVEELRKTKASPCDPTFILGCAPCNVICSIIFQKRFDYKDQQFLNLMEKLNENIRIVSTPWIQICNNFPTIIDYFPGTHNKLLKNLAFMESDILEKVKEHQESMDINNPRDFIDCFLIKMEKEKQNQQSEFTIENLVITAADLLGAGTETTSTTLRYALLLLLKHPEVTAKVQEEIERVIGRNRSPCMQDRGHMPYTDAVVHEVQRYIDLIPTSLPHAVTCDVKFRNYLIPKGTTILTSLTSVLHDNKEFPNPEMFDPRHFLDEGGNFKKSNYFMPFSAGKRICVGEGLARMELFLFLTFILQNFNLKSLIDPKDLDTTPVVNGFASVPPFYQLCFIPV
S1P2 ag – agonists of human S1P2 receptor. AID 729. 97,000 tested, 0.46% active. O95136. activation, % at 4.5 µM. S1P2-expressing cell line, agonist reporter read-out; in the data active = activation above about 16%;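 note: 0% = vehicle low control and 100% = maximal reference agonist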
Target sequence (O95136 whole entry, looked up): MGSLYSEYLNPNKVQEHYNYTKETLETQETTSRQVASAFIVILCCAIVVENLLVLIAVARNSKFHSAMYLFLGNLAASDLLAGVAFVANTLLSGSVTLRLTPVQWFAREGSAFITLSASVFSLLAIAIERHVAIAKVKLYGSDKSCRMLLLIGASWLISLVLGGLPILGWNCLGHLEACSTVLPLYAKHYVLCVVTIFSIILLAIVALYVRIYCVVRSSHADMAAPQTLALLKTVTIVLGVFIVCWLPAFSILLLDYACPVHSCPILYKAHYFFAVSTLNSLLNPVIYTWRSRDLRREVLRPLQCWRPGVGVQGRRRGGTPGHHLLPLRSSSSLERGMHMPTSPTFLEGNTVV
S1P2 antag – blocks the human S1P2 receptor | 97,000 tested, 0.21% active | AID 736 | O95136 | inhibition, % at 5 µM | cell-based S1P2 antagonist assay, inhibition at 5 uM; in the data active = inhibition above about 45%;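 note: CRE beta-lactamase reporter cells expressing human S1P2 stimulated with S1P; 0% = agonist at EC80 alone and 100% = agonist plus reference antagonist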
PostGolgi yeast – growth inhibition of a yeast mutant, post-Golgi transport screen | post-Golgi transport phenotypic cell assay | inhibition, % at 10 µM | 98,000 tested, 0.9% active | AID 739;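 note: yeast cells grown in 1536-well plates; yeast grown about 18 h at 30C before absorbance read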
CYP2C19 inhib – inhibitors of human CYP2C19 | P33261 | CYP2C19 Supersomes, luciferin-H EGE luminescence, 30 min | inhibition, % at 5 µM | 96,000 tested, 21% active | AID 778;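 active = CYP2C19 inhibition above a set limit at 5 µM in the primary screen, cut at about 50% in these data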;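 note: plate controls were negative control wells for no effect and 2.5 mM tranylcypromine positive control for full effect; values of inactives mirror those of a sister screen read the other way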
DAT uptake mod – changed human dopamine transporter uptake under cocaine IC80 | Q01959 | B-score at 10 µM | AID 449768 | LLC-PK1 hDAT cells, [14C]-dopamine uptake with cocaine IC80; actives deviate in either direction | 110,000 tested, 1.3% active;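 active = Z score or B-score, a plate-position-corrected score, falls beyond the plate's 99.7% confidence bounds, in either direction; inactive = both scores lie inside the 99.7% bounds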;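 note: scored against the spread of the other compound wells on the same plate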
PostGolgi ctrl – yeast control strain growth, post-Golgi counter-screen; AID 738; 98,000 tested, 5% active; efflux-deficient yeast background strain, growth absorbance A615, 16 h; inhibition, % at 10 µM
sEH inhibitor – inhibitors of human soluble epoxide hydrolase. P34913. recombinant human sEH enzymatic activity assay. inhibition, % at 2 µM. 91,000 tested, 0.34% active; in the data active = inhibition above about 80%; note: values of inactives mirror those of a sister screen read the other way; many of its hits are not listed in these tables
sEH act – increases human soluble epoxide hydrolase activity; purified human sEH enzymatic activity, activator screen; activation, % at 2 µM; 91,000 tested, 0.04% active; AID 717; in the data active = activation above about 37%; note: values of inactives mirror those of a sister screen read the other way
The depositor's hits bear a star; x = no result given. Cut-off read from the data, not from the text of the source, unless noted: active = inhibition above about 30%; inactive = the rest.

1. CC(C)C1C2=C(CC(C)(C)CC2=O)ON1c1ccccc1 (centres undefined)
2. CCn1c(CSCc2ccc(C)cc2)nnc1SCC(=O)NCc1ccccc1
3. CC12CCC(c3nnc(SCc4ccc(Cl)cc4)nc31)C2(C)C (centres undefined)
4. COc1ccc([N+](=O)[O-])cc1/C=N/NC(=O)/C(=C\c1cccs1)NC(=O)c1ccccc1
5. O=C(N/N=C/c1cc2ccccc2nc1Cl)/C(=C/c1cccs1)NC(=O)c1ccccc1
6. COC(=O)c1c(-c2ccc(Br)cc2)csc1NC(=O)Cc1ccc(OC)c(OC)c1
7. C=CCN1C(=O)CN=C1Nc1cccc(C)c1
8. CC(=O)Nc1ccc(S(=O)(=O)N2CCC(NC(=O)c3ccco3)CC2)cc1

assay / entry,1,2,3,4,5,6,7,8
CYP2C19 act,0.7,0.8,x,0.6,0.2,0.7,1.2,0.9
S1P2 ag,-6,-4,-4,-12,-7,10,-12,-9
S1P2 antag,-9,14,3,6,5,-31,14,-3
PostGolgi yeast,-3,-3,x,-9,9,-7,15,-5
CYP2C19 inhib,35,24,x,38,80*,31,-17,9
DAT uptake mod,-0.88,1.3,2.6,-0.78,0.35,-0.014,-0.036,0.19
PostGolgi ctrl,7,17,x,19,4,11,9,14
sEH inhibitor,-16,-14,5,3,-16,7,-4,1
sEH act,17,11,0,-4,18,-9,5,1

9. COc1ccccc1-c1noc(-c2ccncc2)n1
10. Cc1c(NC(=O)c2ccc(CN3CCc4ccccc4C3)cc2)c(=O)n(-c2ccccc2)n1C
11. O=C(CCC1CCCCC1)Nc1cccnc1
12. O=C(CCN1CCCCCC1)Nc1cccc(Cl)c1
13. CCc1ccccc1OCCCOc1ccc(OC)cc1
14. O=C(NCc1ccc2c(c1)OCO2)c1cc2c(s1)CS(=O)(=O)C2
15. CCC1=Nc2ccc(Br)cc2C(c2ccccc2)N1CC(=O)OC (centres undefined)
16. Clc1ccsc1-c1csc(-c2cccnc2)n1

assay / entry,9,10,11,12,13,14,15,16
CYP2C19 act,0.1,1.1,0.7,0.9,0.8,0.7,0.8,0.4
S1P2 ag,-3,0,-1,-3,-2,x,-9,-6
S1P2 antag,3,6,-10,11,-13,x,-3,-5
PostGolgi yeast,16,-3,1,-1,13,-2,-6,81*
CYP2C19 inhib,89*,-7,27,6,24,29,16,62*
DAT uptake mod,1.4,-1.1,-0.7,-0.66,0.0026,-1.3,-0.97,-0.16
PostGolgi ctrl,-1,7,7,-3,-4,6,5,85*
sEH inhibitor,-3,2,1,-2,-3,x,9,-6
sEH act,1,-4,0,2,6,x,-6,5

Ordered by heavy-atom count (ascending): some entries from above
11. O=C(CCC1CCCCC1)Nc1cccnc1
14. O=C(NCc1ccc2c(c1)OCO2)c1cc2c(s1)CS(=O)(=O)C2
2. CCn1c(CSCc2ccc(C)cc2)nnc1SCC(=O)NCc1ccccc1

assay / entry,11,14,2
CYP2C19 act,0.7,0.7,0.8
S1P2 ag,-1,x,-4
S1P2 antag,-10,x,14
PostGolgi yeast,1,-2,-3
CYP2C19 inhib,27,29,24
DAT uptake mod,-0.7,-1.3,1.3
PostGolgi ctrl,7,6,17
sEH inhibitor,1,x,-14
sEH act,0,x,11

Next part:
17. Cc1ccc(CNC(=O)CSCC(=O)O)cc1
18. O=C(C(c1ccccc1)c1ccccc1)N1CCN(Cc2ccncc2)CC1
19. CC1CCC(NC(=O)C2c3ccccc3C(=O)N2CCCN2CCOCC2)CC1 (centres undefined)
20. COc1ccccc1NC(=O)c1cc(S(=O)(=O)N2CCC3(CC2)OCCO3)ccc1F
21. CC(C)C(c1nnnn1C1CCCC1)N1CCCc2ccccc21 (centres undefined)
22. COc1ccc(Cl)cc1NC(=O)C(C)N1CCN(C/C=C/c2ccccc2)CC1 (centres undefined)
23. COC(=O)c1ccccc1NC(=S)NC(NC(=O)COc1ccccc1)C(Cl)(Cl)Cl (centres undefined)
24. Cc1ccc(C2CC(=O)NC(SCC(=O)OCc3ccccc3)=C2C#N)o1 (centres undefined)

assay / entry,17,18,19,20,21,22,23,24
CYP2C19 act,1,0.6,1.1,0.8,x,0,1,0.2
S1P2 ag,-7,-5,-6,-1,1,-1,-9,-1
S1P2 antag,-3,18,-8,23,14,2,5,-30
PostGolgi yeast,4,-5,-7,-4,-3,65*,4,9
CYP2C19 inhib,-4,44,-5,20,x,97*,0,82*
DAT uptake mod,-0.11,0.18,0.13,0.01,-1.5,0.15,x,0.11
PostGolgi ctrl,41*,14,1,30,2,19,1,32*
sEH inhibitor,-3,-2,4,-19,-15,-11,6,8
sEH act,1,2,-4,16,13,11,-8,-9

Some of the entries so far, with tabs:
entry	molecule	CYP2C19 act	S1P2 ag	S1P2 antag	PostGolgi yeast	CYP2C19 inhib	DAT uptake mod	PostGolgi ctrl	sEH inhibitor	sEH act
24	Cc1ccc(C2CC(=O)NC(SCC(=O)OCc3ccccc3)=C2C#N)o1 (centres undefined)	0.2	-1	-30	9	82*	0.11	32*	8	-9
23	COC(=O)c1ccccc1NC(=S)NC(NC(=O)COc1ccccc1)C(Cl)(Cl)Cl (centres undefined)	1	-9	5	4	0	x	1	6	-8
17	Cc1ccc(CNC(=O)CSCC(=O)O)cc1	1	-7	-3	4	-4	-0.11	41*	-3	1
22	COc1ccc(Cl)cc1NC(=O)C(C)N1CCN(C/C=C/c2ccccc2)CC1 (centres undefined)	0	-1	2	65*	97*	0.15	19	-11	11

Further structures follow.
25. CCOC(=O)c1c(C)[nH]c(C(=O)OCC(=O)Nc2cc(C)c(Cl)cc2OC)c1C
26. CN(Cc1ccccc1)Cc1nc2c(c(=O)n(C)c(=O)n2C)n1Cc1ccc(Cl)cc1
27. Cc1cc(C)c(S(=O)(=O)Nc2ccc(O)cc2)c(C)c1
28. Cc1ccc2cc(C(c3nnnn3Cc3ccccc3)N3CCc4ccccc43)c(=O)[nH]c2c1 (centres undefined)
29. O=C(NCc1ccco1)c1cc(S(=O)(=O)N2CCOCC2)c(Cl)cc1Cl
30. c1ccc(-c2csc3ncnc(-n4cnc5ccccc54)c23)cc1
31. N#Cc1c(N)c(C#N)c(-c2ccc3c(c2)OCO3)c2c1CCCC2
32. O=C(c1nc2ncccn2n1)N1CCN(c2ccc(F)cc2)CC1

assay / entry,25,26,27,28,29,30,31,32
CYP2C19 act,0.9,0.8,0.3,0.9,1,0.8,1,0.7
S1P2 ag,-3,-2,-5,0,x,-4,x,-3
S1P2 antag,-25,12,6,-20,x,-16,x,-19
PostGolgi yeast,-1,1,-2,2,-4,-14,6,-7
CYP2C19 inhib,6,22,71*,10,2,23,-2,30
DAT uptake mod,-0.37,0.12,-0.14,-0.4,-0.57,-0.29,-0.00036,-0.0064
PostGolgi ctrl,0,31*,6,6,0,7,19,3
sEH inhibitor,-12,x,-17,9,x,-2,x,-4
sEH act,13,x,18,-7,x,5,x,4

33. CCN1C(=O)C(Cc2nc3ccccc3c(=O)n2C)c2ccccc21 (centres undefined)
34. CCc1ccccc1NC(=O)/C(=C/c1ccco1)c1ccccc1
35. CC(C)(Oc1ccc(Cl)cc1)C(=O)Nc1ccc2oc(-c3ccncc3)nc2c1
36. Cc1ccc(CNC(=O)/C(C#N)=C/c2ccc(C)s2)cc1
37. S=C(c1ccc2c(c1)OCO2)N1CCCCC1
38. CCOc1cc(C(c2c(C)[nH][nH]c2=O)c2c(C)[nH][nH]c2=O)ccc1OS(=O)(=O)c1ccc(C)cc1
39. COc1cc(/C=C(/NC(=O)c2ccccc2Cl)C(=O)O)cc(OC)c1OC
40. Cc1ccc(C(C)C)c(OCCCN2C(=O)NC(C)(C)C2=O)c1

assay / entry,33,34,35,36,37,38,39,40
CYP2C19 act,0.4,0.9,1.1,0.8,0.1,0.8,1.1,0.1
S1P2 ag,-2,1,-2,-4,-5,2,0,-7
S1P2 antag,-16,-4,-19,3,-12,13,1,0
PostGolgi yeast,6,-2,26,2,1,1,6,-3
CYP2C19 inhib,57*,7,-10,18,94*,23,-7,90*
DAT uptake mod,0.11,0.5,-0.24,0.0019,-0.33,0.88,-2.3,0.3
PostGolgi ctrl,22,35*,6,-11,4,6,4,14
sEH inhibitor,13,-5,-8,12,-15,15,-7,4
sEH act,-13,-1,4,-10,10,-15,7,0

Part of the list above in another layout:
no. | canonical_smiles | CYP2C19 act | S1P2 ag | S1P2 antag | PostGolgi yeast | CYP2C19 inhib | DAT uptake mod | PostGolgi ctrl | sEH inhibitor | sEH act
39 | COc1cc(/C=C(/NC(=O)c2ccccc2Cl)C(=O)O)cc(OC)c1OC | 1.1 | 0 | 1 | 6 | -7 | -2.3 | 4 | -7 | 7
34 | CCc1ccccc1NC(=O)/C(=C/c1ccco1)c1ccccc1 | 0.9 | 1 | -4 | -2 | 7 | 0.5 | 35* | -5 | -1

Additional compounds
41. COc1cc(C(=O)Nc2ccccn2)cc(OC)c1OC
42. Cc1csc2nc3ccccc3c(=O)n12
43. Cc1ccccc1C(=O)Nc1ccc(-c2nc3ccc(C(=O)c4ccccc4)cc3[nH]2)cc1
44. Cc1cnc(NC(=O)COc2ccccc2Cl)s1
45. COc1ccc(NC(=O)CSc2nc(-c3ccc(C)cc3)cc(C(F)(F)F)c2C#N)cc1
46. COc1cccc(OCCNc2cc(Cl)ccc2[N+](=O)[O-])c1
47. O=C(Cn1nc(C(F)F)cc1C(F)F)NNC(=S)Nc1ccc(F)cc1
48. CCC(=O)Nc1cccc(NC(=O)c2cc3ccccc3o2)c1

assay / entry,41,42,43,44,45,46,47,48
CYP2C19 act,1,0.9,0.5,0.8,0.9,0.5,1.1,0.4
S1P2 ag,-1,4,-6,-4,-5,-6,3,-1
S1P2 antag,-24,-26,40,-16,0,16,-4,-5
PostGolgi yeast,-5,-5,-7,-1,-15,-5,-1,-2
CYP2C19 inhib,-4,12,48,20,6,46,-8,62*
DAT uptake mod,0.01,-1.2,0.61,-0.32,-0.82,-0.092,-0.81,x
PostGolgi ctrl,2,11,0,1,2,9,0,-4
sEH inhibitor,-14,-4,55,4,-7,4,-12,-7
sEH act,16,6,-56,-4,8,-1,15,6

49. COc1cc(NC(=O)CSc2nnc(Cn3nnc4ccccc43)n2C)cc(OC)c1
50. O=C(CN1C(=O)c2cccc3cccc1c23)Nc1ccccc1C(=O)NCc1ccco1
51. CC/C(=N\NS(C)(=O)=O)c1ccccc1
52. COc1cccc(C2N(c3cccc(Cl)c3)C(=O)C3CCCN32)c1 (centres undefined)
53. CCN1CC(O)=C(c2nc3ccccc3s2)C1=N

assay / entry,49,50,51,52,53
CYP2C19 act,x,x,0.9,0.3,0.7
S1P2 ag,-5,-5,-5,-2,-2
S1P2 antag,-1,1,3,-3,-3
PostGolgi yeast,x,x,2,-2,-2
CYP2C19 inhib,x,x,10,70*,31
DAT uptake mod,0.58,-0.4,-0.011,0.24,0.28
PostGolgi ctrl,x,x,3,2,8
sEH inhibitor,0,-18,2,-10,5
sEH act,0,17,-4,8,-6
